uPA surface inh = inhibitors of cell surface uPA generation | cell surface uPA generation assay, qHTS | Potency, µM (top dose mostly 38.3 µM), inactives show at the top dose activity change, negative = inhibition, usual class: inhibitors | 330,000 tested, 0.31% active | AID 540303; active means well fitted inhibition curve with a large enough effect; inconclusive means small, poorly fitted or top-dose-only effect; inactive means no such curve, though single readings can be large or run the other way; tested in mouse RAW 264.7 cells; further: on the % scale 0 is the no-effect control and ±100 the full control effect; nearly all actives have a fitted effect of over 55% in size
BRCA1 expr act = activators of BRCA1 expression; MCF7-BRCA1-FFLuc reporter, luminescence, 48 h; response scale: scaled: vehicle 0%, 10 µM genistein 100%; Potency, µM (series often up to 46.1 µM), for the others: at the highest dose activation, actives largely listed as activators; 380,000 tested, 1.1% active; AID 624202; further: nearly all actives have a fitted effect of over 80% in size; some results filed as inactive show a strong effect at the top dose
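Quantitative HTS in MCF7 cells stably reporting BRCA1 expression via firefly luciferase. Compound treatment lasts 48 h at 37 °C in phenol-red free MEM. Activation is expressed relative to genistein at 10 microM and DMSO.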
MBNL1 CUG block = inhibitors of human MBNL1 binding to CUG repeat RNA | Q9NR56 | TR-FRET MBNL1-His/biotin-(CUG)12 binding, 665/545 ratio | Potency, µM (doses to about 57.5 µM), for inactives: at the highest dose activity change, negative = inhibition, hits mostly inhibitors | 280,000 tested, 0.036% active; active means well fitted inhibition curve with a large enough effect in the signal ratio, with a control signal flat, not every such curve was filed as active; inconclusive means small, poorly fitted or top-dose-only effect, or effect the other way, or a change in a side signal; inactive means no such curve, though single readings can be large or run the other way; the % refers to the signal ratio; further: on the % scale 0 is the no-effect control and ±100 the full control effect
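Compounds (final 92 nM to 58 uM) are added to His-tagged MBNL1 and biotin-(CUG)12, then terbium anti-His antibody and streptavidin-XL665 (5 nM final). After 60 min at room temperature, the 665/545 nm ratio is read.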
RORgamma inh = ROR gamma (mouse) transcription inhibition | P51450 | Drosophila S2 Gal4-RORgamma UAS-luciferase reporter, 20 h | Potency, µM (highest dose often 53.6 µM), without a hit: at the top dose activity change, negative = inhibition, hits mostly inhibitors | 310,000 tested, 5.4% active | AID 2551; further: on the % scale 0 is the no-effect control and ±100 the full control effect; nearly all actives have a fitted effect of over 60% in size
Target sequence (P51450 whole entry, looked up, the tested form may be a part): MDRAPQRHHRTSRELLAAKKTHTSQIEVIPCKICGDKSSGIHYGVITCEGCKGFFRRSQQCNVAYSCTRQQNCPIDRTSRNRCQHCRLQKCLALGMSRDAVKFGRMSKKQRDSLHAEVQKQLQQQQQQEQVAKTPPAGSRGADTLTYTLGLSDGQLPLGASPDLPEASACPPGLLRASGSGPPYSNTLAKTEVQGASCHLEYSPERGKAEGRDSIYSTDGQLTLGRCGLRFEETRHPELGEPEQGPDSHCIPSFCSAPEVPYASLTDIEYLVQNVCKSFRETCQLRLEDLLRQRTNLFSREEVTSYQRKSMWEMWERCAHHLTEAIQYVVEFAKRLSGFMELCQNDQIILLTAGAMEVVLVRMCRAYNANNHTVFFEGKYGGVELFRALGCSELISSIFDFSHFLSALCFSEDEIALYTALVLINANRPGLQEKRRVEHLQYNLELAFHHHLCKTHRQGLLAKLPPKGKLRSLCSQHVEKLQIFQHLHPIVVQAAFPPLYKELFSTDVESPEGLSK
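ROR gamma transcriptional activity was tracked as Gal4-UAS luciferase output in stably transfected Drosophila Schneider cells, with compound added 1 hr before 700 uM copper sulfate induction and a 20 hr ambient-temperature incubation.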
p53 reactivation = mutant p53 re-activation in reporter cells; H1299 p53-A138V BP100-luciferase reporter, luminescence, 24 h; Potency, µM (top dose mostly 92.2 µM), for the others: top-dose activity change, positive = activation, hits mostly activators; 320,000 tested, 0.063% active; AID 504706; further: % of control where 0% means no effect; nearly all actives have a fitted effect of over 45% in size
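p53-null H1299 cells stably carrying temperature-sensitive p53-A138V and a BP100-luciferase reporter were pinned with compounds (4-point, 1:5 series) and held 24 hrs at 37 deg C. Luminescence was read 10 min after detection reagent.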
FLuc modulator = inhibits or activates purified firefly luciferase, miR-21 counter-screen; Potency, µM (highest dose often 57.5 µM), for inactives: at the highest dose activity change, negative = inhibition, most hits filed as inhibitors; 360,000 tested, 6.9% active; purified FLuc, Km substrates, luminescence inhibition;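 further: plate controls were vehicle for no effect and reference inhibitor for full effect; nearly all actives have a fitted effect of over 55% in size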
Target sequence (P08659 whole entry, looked up): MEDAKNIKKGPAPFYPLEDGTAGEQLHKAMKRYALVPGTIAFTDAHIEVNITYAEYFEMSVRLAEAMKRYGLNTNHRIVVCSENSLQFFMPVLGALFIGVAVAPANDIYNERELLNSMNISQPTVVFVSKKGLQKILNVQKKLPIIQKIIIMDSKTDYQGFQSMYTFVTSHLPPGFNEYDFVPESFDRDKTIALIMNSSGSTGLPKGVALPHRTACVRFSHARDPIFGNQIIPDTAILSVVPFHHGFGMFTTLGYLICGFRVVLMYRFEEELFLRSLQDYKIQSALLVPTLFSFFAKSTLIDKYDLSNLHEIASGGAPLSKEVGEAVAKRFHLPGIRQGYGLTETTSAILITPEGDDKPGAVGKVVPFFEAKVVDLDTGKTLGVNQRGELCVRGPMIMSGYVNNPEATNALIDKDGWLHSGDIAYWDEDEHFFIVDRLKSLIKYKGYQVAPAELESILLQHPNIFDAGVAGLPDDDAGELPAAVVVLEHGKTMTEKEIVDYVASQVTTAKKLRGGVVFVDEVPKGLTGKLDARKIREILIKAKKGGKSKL
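Biochemical qHTS of compounds, final roughly 60 µM downward over six points, against 10 nM purified firefly luciferase using Km concentrations of substrates (10 uM D-luciferin, 10 uM ATP) in Tris acetate pH 7.5 buffer; luminescence output.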
VP16 counter = counter-screen for ROR gamma inhibitors: Gal4-VP16 reporter | Drosophila S2 Gal4-VP16 UAS-luciferase, luminescence, 20 h | Potency, µM (top dose mostly 53.6 µM), for the others: at the highest dose activity, negative = inhibition, usual class: inhibitors | 310,000 tested, 3.5% active;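 further: Gal4-VP16 expression switched on by copper sulfate through the metallothionein promoter; on the % scale 0 is the no-effect control and ±100 the full control effect; nearly all actives have a fitted effect of over 50% in size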
NPC1 promoter act = NPC1 promoter activation | Huh7 NPC1 promoter luciferase reporter, 24 h | Potency, µM (titrated, usually from 9.22 µM), for the others: at the highest dose activation, actives largely listed as activators | 320,000 tested, 2.4% active | AID 485313;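 further: % of control where 0% means no effect; nearly all actives have a fitted effect of over 60% in size; reporter is driven by a mutant NPC1 promoter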
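Quantitative HTS used a cell-based reporter: Huh7 cells stably bearing the NPC1 promoter upstream of luciferase were treated with compounds for 24 h, and promoter activation was read as luminescence.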
ELG1 genotox = inducers of genotoxicity in HEK293T ELG1-luciferase cells; HEK293T ELG1-luciferase reporter, luminescence, 16 h; 330,000 tested, 1.3% active; Potency, µM (doses to about 46 µM), inactives show top-dose activity change, positive = activation, actives largely listed as activators; further: % of control where 0% means no effect; nearly all actives have a fitted effect of over 60% in size
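HEK293T cells expressing luciferase-tagged ELG1 were treated with compound or DMSO for 16 hr at 37°C. Luciferase activity was then read after 30 min with ONE-Glo at room temperature; rising signal flags genetic stress.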
Rab9 prom act = activators of Rab9 promoter; Potency, µM (highest dose often 9.22 µM), inactives show at the highest dose activation, negative = inhibition, hits mostly activators; Huh7 Rab9 promoter-luciferase reporter, luminescence, 24 h; AID 485297; 320,000 tested, 2.8% active; further: % of control where 0% means no effect; nearly all actives have a fitted effect of over 60% in size
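Luminescence read-out: Huh7 cells stably expressing Rab9-luciferase, treated 24 h with compound at 37 °C, then lysed with luciferase reagent for 10 min at ambient before reading.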
An asterisk follows results filed as active; u = inconclusive; x = not tested or not shown; & = joins results of further samples; [ ] = dose if it differs, or a comment. Unless noted, the call rests on the fitted dose curve; in most records, active means well fitted curve in the direction sought with a large enough effect; inconclusive means small, poorly fitted or top-dose-only effect, or another doubt; inactive means no such curve, though single readings can be large; an effect the other way counts as inactive or inconclusive. Potency means the concentration at half of the fitted maximal effect.

item	compound	uPA surface inh	BRCA1 expr act	MBNL1 CUG block	RORgamma inh	p53 reactivation	FLuc modulator	VP16 counter	NPC1 promoter act	ELG1 genotox	Rab9 prom act
1	CC(NC(=O)c1ccccc1O)c1ccccc1 (stereo not drawn)	11%	-22%	0%	44%	-5%	3%	10%	-3%	-8%	-9%
2	COc1ccc(NC(=O)/C(=C\c2ccc(OC)c(OC)c2)NC(=O)c2ccco2)cc1	6%	-5%	4%	16%	-2%	-1%	2%	-1%	-1%	-3%
3	O=C(OCc1c(Cl)cccc1Cl)c1cccnc1Cl	1%	-6%	-7%	8%	-2%	10%	20%	-3%	-1%	2%
4	CCOC(=O)N1CCN(S(=O)(=O)c2c(C)[nH]c(=O)[nH]c2=O)CC1	-1%	7%	7%	3%[0.365 µM]	-5%	8%	x	-2%	2%	-1%
5	O=C(Nc1sc2c(c1C(=O)O)CCC2)c1cccc(Cl)c1	0%	99%	0%	u	u	u	-10%	u	-1%	-1%[1.84 µM]
6	Cc1ccc(C(=O)C(C)Oc2cccc(NC(=O)c3ccco3)c2)cc1 (stereo not drawn)	0%	4%	-6%	u	10%	-28%	-7%	-3%	0%	1%
7	COCCNc1oc(-c2ccccc2Cl)nc1C#N	u	74%	13%	u	7%	19µM*	21%	17%	2%	9%
8	Cc1cc(C)cc(NC(=O)c2cccc3c2C(=O)N(C2CCCCC2)C3)c1	3%	1%&1%	-6%	-14%	10%	-1%&-6%	2%	-7%	-1%	-1%
9	Cc1ccccc1C(=O)Nc1cccc(C(=O)Nc2ccccc2C(=O)O)c1	2%	-2%	-2%	1%	-9%	27µM*	0%	-1%	-3%	-3%
10	COc1ccc(NC(C)=O)c(C)c1	-2%	7%	-2%	-4%	-1%	6%	-3%[10 µM]	-1%	19%	-5%
11	Cn1cccc1Cc1nnc(SCC(=O)N2CCCC2)n1CCc1ccccc1	-11%	0%	-6%	19%	2%	10%	0%	2%	2%	-1%
12	CC1CCCCC1NC(=O)c1cn(C)c2ccc(S(=O)(=O)N3CCCC3)cc2c1=O (stereo not drawn)	4%	-28%	10%	-15%	8%	0%	1%	-4%	-1%	-14%
13	O=CNNC(=O)c1cccc([N+](=O)[O-])c1	3%	0%	u	-9%	-12%	-1%	4%	0%	0%	-4%
14	N=c1sccn1CC(=O)Nc1cccc(S(N)(=O)=O)c1	1%	4%	-3%	8%	1%	1%	-8%	11%	-5%	-2%
15	CC(=O)N1CCC(C(=O)NC2CC(C)(C)Cc3c2cnn3-c2ccc(F)cc2)CC1 (stereo not drawn)	0%	-16%	1%	-11%	0%	-1%	-9%	-2%	6%	-1%
16	CCCCc1cc(=O)oc2c(C)c(OCC(=O)N3C[C@H]4C[C@@H](C3)c3cccc(=O)n3C4)ccc12	-5%	-5%	2%	21%	x	-1%	-1%	0%	10%	7%
17	N#CCCN(C(=O)COc1ccc(Br)cc1F)c1ccc(F)cc1	-6%	-4%	9%	20%	1%	4%	-4%	1%	-2%	0%
18	Cc1cc2oc(=O)cc(CN3CCN(C/C=C/c4ccccc4)CC3)c2cc1O	x	x	u	u	-23%	-1%	35µM*	8%	x	6%
19	Cc1cc(OCc2ccc(C(=O)NN=C3CCCC3)cc2)ccc1Cl	-6%	21%	-7%	-4%	4%	u	-6%	17%	0%	13%
20	CCOC(=O)Cc1csc(NC(=S)NC(=O)c2ccccc2C)n1	-2%	-11%	-4%	11µM*	0%	-1%	-28%	-2%	1%	-2%
21	COc1ccc(Nc2nc(N/N=C/c3ccc(N(C)C)cc3)nc(C)c2[N+](=O)[O-])cc1	3%	-9%	12%	-26%	-5%	-8%	u	-1%	9%	-2%
22	O=C(CNc1ccc2ccccc2c1)N/N=C/c1cc2ccccc2nc1Cl	1%	-41%	u	u	26%	15µM*	u	7%	-2%	-3%
23	O=C(CSc1n[nH]c(=O)[nH]c1=O)c1ccccc1	8%	-12%	11%	29%	-1%	0%	-6%[0.365 µM]	3%	-3%	-3%
24	Cc1cccc(COCC(Cc2ccccc2)N2CCN(C(=O)c3ccc(C(F)(F)F)cc3)CCC2=O)c1 (stereo not drawn)	-23%	-51%	-20%	u	-1%	-1%	u	-7%	-4%	7%
25	CN1CCN(C2Cc3ccccc3Sc3ccc(Cl)cc32)CC1 (stereo not drawn)	u	-25%	x	-33%	-6%	5%	-18%	-36%[inhibitor][46.1 µM]	u	-40%[inhibitor][46.1 µM]
26	Cc1c(Cl)cccc1NC(=S)NCc1ccc(F)cc1	5%	6%	-4%	2.2µM*	x	1%	5µM*	8%	-4%	10%
27	CCN(CC)CC(=O)Nc1ccc(/C(C)=N/NC2=NCCN2)cc1	-3%	4%	u	-7%	10%	-2%	5%	-1%	2%	4%
28	CC1CC1C(=O)N1CCN(S(=O)(=O)c2cc(C(F)(F)F)cc(C(F)(F)F)c2)CC1 (stereo not drawn)	-36%	-28%	x	x	-3%	1%	x	1%	-9%	-4%
29	CCCNC(=O)N1CCCC(C(=O)c2cccc(Cl)c2)C1 (stereo not drawn)	2%	-3%	-6%	17%	-4%	-2%	-10%	-2%	-7%	-8%
30	CCC(C)(C)NC(=O)CN(C(=O)CNS(=O)(=O)c1ccccc1)c1ccc2c(c1)OCCO2	9%	-20%	-5%	2%	0%	1%	0%	2%	1%	-5%
31	COCCN1Cc2cccc(C(=O)Nc3ccc(C)cc3)c2C1=O	3%	26%	-2%	0%	-1%	u	-1%	-5%	0%	-3%
32	CCC(=O)Nc1nc(C)nc(C)c1C(C)=O	2%	-7%	-3%	-18%	0%	5%	-6%	-4%	1%	-2%
33	Cc1cccc(C)c1NC(=O)C(=O)NCC1CCCN1S(=O)(=O)c1cccs1 (stereo not drawn)	1%	-17%	x	x	-3%	1%	x	-5%	1%	-4%
34	CC(C)(C)NC(=O)NC(=O)COC(=O)Cc1coc2ccc3ccccc3c12	2%	-14%	8%	37%	-9%	-9%	-17%	0%	0%	-4%
35	CCOCC(=O)Nc1ccc(Br)c(C)c1	-3%	97%	-7%	13%	u	u	-1%[10 µM]	16%	u	u
36	CCC(CO)Oc1cc(NCc2cccc(O)c2)c2ncn(C(C)C)c2c1 (stereo not drawn)	10%	0%	x	x	-1%	x	x	x	-2%	x
37	Cc1sc(NC(=O)/C=C/c2ccc(C(C)C)cc2)c(C#N)c1C	2%	-1%	4%	-3%	3%	-5%	-3%	-4%	5%	2%
38	Nc1nc(-c2ccc(Oc3ccccc3)cc2)c(CC(=O)O)s1	6%	9%	13%	19%	4%	u	0%	-1%	-1%	6%
39	O=C(CN(c1ccc(F)cc1)S(=O)(=O)c1ccccc1)NCCSC1CCCCC1	-7%	-43%	8%	7%	6%	3%	-10%	0%	-8%	3%
40	Cc1ccc(NC(=S)NNC(=O)Cn2nc(C(F)F)cc2C(F)F)cc1	-1%	9%	-10%	2.2µM*	-4%	-13%	-25%	1%	0%	-2%
41	O=C(CN1C(=O)CC(c2ccccc2)Sc2ccccc21)NCC1CCCO1 (stereo not drawn)	-10%	-24%	8%	-1%	1%	-9%	-3%	1%	2%	1%
42	CC1CCN(C(=O)CN2C(=O)C(C)(C)Oc3ccc(C(=O)NC(C)C)cc32)CC1	-2%	1%	-5%	5%	3%	0%	-10%	-6%	1%	0%
43	O=C(NCCCN1CCCC1=O)c1cccc(C(F)(F)F)c1	x	2%	1%	-2%	-6%	-1%	1%	0%	4%	-5%
44	CCCCNC(=S)NC(=O)c1ccc([N+](=O)[O-])cc1	5%	36%	u	4.5µM*	u	u	u	1%	5%	20%
45	CC1=C(C(=O)OC(C)C)C(c2ccccc2)NC(=O)N1C (stereo not drawn)	20%	-8%	-12%	18%	3%	-2%	-3%	3%	-1%	-7%
46	CCOC(=O)CC1C(=O)NCCN1C(=S)Nc1ccccc1 (stereo not drawn)	0%	-15%	x	-12%	14%	-2%	2%	-6%	1%	0%
47	O=C(CCC(=O)N1CCOc2ccccc21)N1CCCCC1	-30%	48%	5%	-13%	x	5%	-1%	-3%	4%	2%
48	Cc1cccc(C(=O)OC2CCOC2=O)c1O (stereo not drawn)	-1%	-3%	-6%	-2%	14%	-1%	-3%	-6%	-1%	-3%
49	COc1ccc(N(C(C)C(=O)N2CCCC2)S(C)(=O)=O)cc1 (stereo not drawn)	-6%	-7%	-13%	-2%	45%	-1%	-2%	-5%	-3%	3%
50	Cc1nc2c3ccccc3nc(NNC(=O)CCC(=O)NCCN3CCN(c4ccccc4F)CC3)n2n1	0%	-3%	0%	-22%	-1%	2%	0%	2%	3%	-2%

Screens deposited in PubChem by National Center for Advancing Translational Sciences (NCATS).
